Screening results from PubChem.
TRPC4 act = opens the mouse TRPC4 cation channel | Q9QUQ5 | HEK293 TRPC4beta/mu-opioid, Fluo4 calcium fluorescence; hits give high values | B-score at 10 µM | hit rate 0.49% among 310,000 | AID 2237;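 active = B-score above 5 SD of library B-scores, and initial fluorescence ratio not above library mean plus 5 SD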;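 note: positive B-score marks a calcium rise read as TRPC4 activation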
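System – HEK293 cells stably co-expressing mouse TRPC4beta and mu-opioid receptor · Signal – Fluo4 calcium-sensitive dye fluorescence, kinetic, 1 Hz baseline · Benchmarks – buffer (low) and maximal DAMGO (high) · Read-out – B score of integrated fluorescence ratio per well · Incubation – dye loading 45 min room temperature, 110 s kinetic read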
TRPC6 inhibitor = blocks the mouse TRPC6 cation channel. Q61143. HEK293-TRPC6, membrane potential dye, ACh-evoked depolarization; hits give low values. B-score at 10 µM. hit rate 1.1% among 310,000. AID 2553;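 active = B-score under library mean minus 3 SD, initial fluorescence not abnormally high, positive integrated signal ratio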;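 note: B-score derived from integrated fluorescence ratio over the kinetic read; more negative B-score means stronger inhibition of depolarization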
Target sequence (Q61143 whole entry, looked up): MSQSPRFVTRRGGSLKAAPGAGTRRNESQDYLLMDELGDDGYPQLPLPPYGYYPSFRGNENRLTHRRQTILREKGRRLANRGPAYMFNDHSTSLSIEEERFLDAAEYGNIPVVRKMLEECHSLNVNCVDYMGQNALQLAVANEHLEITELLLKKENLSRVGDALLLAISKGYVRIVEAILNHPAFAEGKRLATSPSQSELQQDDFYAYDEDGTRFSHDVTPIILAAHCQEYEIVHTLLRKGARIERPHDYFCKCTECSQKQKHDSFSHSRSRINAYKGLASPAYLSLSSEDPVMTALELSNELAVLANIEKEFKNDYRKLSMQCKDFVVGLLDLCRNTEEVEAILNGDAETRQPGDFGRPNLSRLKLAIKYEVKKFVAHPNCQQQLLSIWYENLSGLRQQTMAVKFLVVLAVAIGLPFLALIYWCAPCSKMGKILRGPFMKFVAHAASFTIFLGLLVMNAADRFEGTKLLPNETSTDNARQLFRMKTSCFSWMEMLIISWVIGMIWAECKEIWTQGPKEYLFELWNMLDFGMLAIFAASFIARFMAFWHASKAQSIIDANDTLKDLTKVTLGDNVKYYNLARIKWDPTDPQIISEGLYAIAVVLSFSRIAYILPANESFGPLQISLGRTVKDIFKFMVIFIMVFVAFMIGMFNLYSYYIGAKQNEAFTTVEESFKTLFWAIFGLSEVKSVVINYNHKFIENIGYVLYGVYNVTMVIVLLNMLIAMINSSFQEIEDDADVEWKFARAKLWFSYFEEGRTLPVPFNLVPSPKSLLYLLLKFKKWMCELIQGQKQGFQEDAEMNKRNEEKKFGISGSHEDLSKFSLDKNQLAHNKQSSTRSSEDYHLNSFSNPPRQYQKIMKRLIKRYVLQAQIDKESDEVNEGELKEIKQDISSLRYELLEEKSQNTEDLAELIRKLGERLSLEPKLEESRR
TRPC4 block = inhibitors of mouse TRPC4 channel | Q9QUQ5 | HEK293 TRPC4beta/mu-opioid, DAMGO-evoked Fluo4 calcium flux; hits give low values | B-score at 10 µM | hit rate 0.39% among 300,000 | AID 2247;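 active = B-score over 3 SD under the library average, no early fluorescence shift, positive overall ratio signal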
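Assay system – HEK293 line stably carrying TRPC4beta and mu-opioid receptor · Doses – single dose · Detection – Fluo4 calcium-dye fluorescence, kinetic read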
HIF act = HIF pathway transcriptional activation; U2OS HRE-luciferase reporter, luminescence; normalized: DMSO 0%, desferrioxamine 100%; activation, % at 7.5 µM (by protocol); hit rate 0.32% among 300,000; AID 1910;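 active = mean activation of at least 10% of the iron chelator positive control signal, with at least half of replicates also reaching 10%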
TRPC4 potent = allosteric potentiators of mouse TRPC4 channel | AID 2227 | hit rate 0.42% among 310,000 | HEK293 TRPC4beta/mu-opioid, DAMGO EC20, Fluo-4 Ca2+ flux; hits give high values | B-score at 10 µM | Q9QUQ5;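 active = B-score of calcium response area above 5 SD of library B-scores, with initial fluorescence ratio within 5 SD of library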;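 note: B-score of integrated fluorescence ratio over time as area under calcium response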
TRPC6 activator = activators of mouse TRPC6 channel. Q61143. HEK293-TRPC6 membrane potential dye fluorescence; hits give high values. B-score at 10 µM. hit rate 0.13% among 310,000. AID 2550;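 active = B-score of the integrated fluorescence ratio above library mean plus 3 SD, and starting fluorescence ratio within library mean plus 5 SD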;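 note: higher score means more depolarization so channel activation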
SKKanGAS inh = inhibitors of SKKanGAS S. pyogenes growth in kanamycin (SK-promoter or general growth effect) | inhibition, % at 7.5 µM | BacTiter-Glo, 6 h | hit rate 1.3% among 300,000;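 active = mean replicate score, as percent of positive control median, at least 50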;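 note: strain carries kanamycin resistance gene driven by streptokinase promoter and grows in 40 µg/ml kanamycin; loss of luminescence reflects streptokinase promoter inhibition or plain growth inhibition; 0% = median of DMSO wells and 100% = positive control at its reference dose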
MrgX1 antagonist = antagonists of human MrgX1 receptor. MRGX1-HEK293 calcium flux, Fluo-4, BAM8-22 antagonism; hits give low values. B-score at 10 µM. hit rate 1.3% among 310,000. AID 588676;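 active = calcium-response B-score plate-corrected more than 3 library SD below zero, starting fluorescence within 5 deviations, no agonist response on first addition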;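 note: peak minus trough fluorescence over baseline after final BAM8-22 challenge near maximal dose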
KLF5 inh = suppresses KLF5 promoter-driven expression; DLD-1 KLF5 promoter-luciferase reporter, luminescence; inhibition, % at 5 µM; hit rate 0.23% among 290,000;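 active = inhibition above a per-plate limit of that plate's mean compound inhibition plus 3 SD, cut at about 60% in these data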;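 note: 0% = DMSO wells and 100% = LY294002 at 200 µM; higher means less KLF5 promoter-driven luciferase light; inactives centre near -14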
aSyn UTR inh = MLPCN primary screen, SNCA 5' untranslated region | AID 1813 | alpha-synuclein 5'UTR reporter, inhibitor activity | inhibition, % (tested at 7.5 µM) | hit rate 0.82% among 300,000; in the data active = inhibition above about 60%;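 note: H4 neuroglioblastoma cells stably carrying SNCA 5'UTR luciferase fusion; 0% = DMSO wells and 100% = positive control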
IEC-6 cytotox = kills IEC-6 intestinal cells in KLF5 counter-screen; hit rate 0.78% among 290,000; IEC-6 cytotoxicity, luminescence viability; inhibition, % at 5 µM; in the data active = inhibition above about 22%;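 note: 0% = plate median of test compound wells and 100% = cytotoxic reference compound wells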
An asterisk follows results filed as active; i = inactive; · = not tested or not shown.

SMILES	TRPC4 act	TRPC6 inhibitor	TRPC4 block	HIF act	TRPC4 potent	TRPC6 activator	SKKanGAS inh	MrgX1 antagonist	KLF5 inh	aSyn UTR inh	IEC-6 cytotox
COc1ccc(CCC(=O)Nc2ccc(Br)cn2)cc1	i	i	i	0.7	i	i	4	i	-31	-19	10
Cc1ccccc1OCC(=O)NNC(=O)CCc1ccccc1	i	i	i	0.0	i	i	-7	i	-28	3	-7
O=C(CCC1CCCCC1)Nc1cccc(C(=O)Nc2ccc(C(=O)O)cc2)c1	i	i	i	-1.9	i	i	18	i	-70	1	3
CSc1nsc(SCC(=O)Nc2ccc(C(N)=O)cc2)n1	i	i	i	-0.1	i	i	-2	i	-25	-28	8
CCN=C1SC(CC(=O)NC2CCCCC2)C(=O)N1CC (stereo unspecified)	i	i	i	-0.4	i	i	-4	i	-30	12	-4
CC(C)CC(=O)N1CCN(c2ccc([N+](=O)[O-])c(NCc3ccccc3)c2)CC1	i	i	i	1.3	i	i	20	i	-37	24	-6
COc1ccc(Cl)cc1Nc1ncnc2sc(C)c(S(=O)(=O)N3CCC(C)CC3)c12	i	i	i	0.1	i	i	35	i	-22	10	1
C[C@H](NC(=O)Nc1ccc2c(c1)OCCO2)C(=O)O	i	i	i	-0.2	i	i	2	i	-13	-12	8
CNC(=O)NC(=O)COC(=O)c1cccc(S(=O)(=O)N2CC3(C)CC2CC(C)(C)C3)c1 (stereo unspecified)	i	i	i	-0.5	i	i	1	i	·	9	·
CCCCN(CCCC)C(=O)c1nsnc1-c1ccccc1O	i	i	i	-0.2	i	i	3	i	-29	3	-8
Nc1nc(Nc2cccc(Cl)c2)nc(NCc2ccco2)c1[N+](=O)[O-]	i	i	i	2.9	i	i	75*	i	5	11	-2
Cc1ccc(S(=O)(=O)CCC(=O)OCC(=O)N2CCc3ccccc32)cc1	i	i	i	-0.5	i	i	-3	i	-10	25	-2
CC(=O)c1nc(N2C(=O)CC(Cc3cccc(C)c3)C2=O)sc1C (stereo unspecified)	i	i	i	-0.1	i	i	-2	i	-28	4	2
Cc1ccc(N2C(=O)C(Cc3ccccc3)NC2=S)cc1 (stereo unspecified)	i	i	i	-0.1	i	i	-9	i	-48	-18	25*
CCOc1ccc(-n2nnc3c(=O)n(CC(=O)N4CCCc5ccccc54)cnc32)cc1	i	i	i	-0.1	i	i	21	i	-12	21	-10
COC(CNC(=O)c1ccc2c(=O)n(Cc3ccc4c(c3)OCO4)c(=S)[nH]c2c1)OC	i	i	i	-24	i	i	11	i	0	-9	1
O=C(O)c1cc(N/N=C/c2ccc(-c3ccccc3)cc2)ccc1Cl	i	i	i	-33	i	i	29	i	-113	-202	-6
CCOC(=O)c1cc(CC)sc1NC(=O)COC(=O)c1cnccn1	i	i	i	0.1	i	i	1	i	·	18	·
CCc1ccc(/C=N/NC(=O)c2nnn(-c3nonc3N)c2CN2CCOCC2)cc1	i	i	i	-0.1	i	i	0	i	-31	-26	4
COc1ccc(Cn2nnnc2C(c2ccccc2Cl)N2CCN(C)CC2)cc1 (stereo unspecified)	i	i	i	-0.3	i	i	2	·	3	-11	1
CC(C)[C@H](NC(=O)N1CC(=O)Nc2ccccc21)C(=O)N1CCC(C(=O)O)CC1	i	i	i	-0.3	i	i	-1	i	-24	7	-5
O=C(CN1CCCC1)Nc1ccc(S(=O)(=O)N2CCCCC2)cc1	i	i	i	-0.2	i	i	-2	i	8	2	8
Cc1ccc(NC(=O)CSc2nnc(-c3ccncc3)o2)cc1	i	i	i	-0.3	i	i	1	i	-56	13	2
CCOC(=O)Cc1c(C)nc2c(-c3cccc(Br)c3)c[nH]n2c1=O	i	i	i	-0.3	i	i	95*	i	9	-16	2
COC(=O)CSc1nc(NC#N)nc(NC(C)(C)C)n1	i	i	i	·	i	i	9	i	-20	-6	-6
Further records:
SMILES	TRPC4 act	TRPC6 inhibitor	TRPC4 block	HIF act	TRPC4 potent	TRPC6 activator	SKKanGAS inh	MrgX1 antagonist	KLF5 inh	aSyn UTR inh	IEC-6 cytotox
Cc1sc2ncn(CC(=O)OC(C)C(=O)NC(C)(C)C)c(=O)c2c1C (stereo unspecified)	i	i	i	0.6	i	i	-1	i	-26	7	-5
O=C(c1c[nH]c(C(=O)N2CCN(c3ccccc3F)CC2)c1)c1cccc(Cl)c1Cl	i	i	i	-1.8	i	i	18	·	-17	43	-4
CCOC(=O)N1CCN(C(=O)CN(c2cccc(C)c2)S(=O)(=O)c2ccccc2)CC1	i	i	i	-0.1	i	i	-4	i	1	17	-2
O=C(c1ccc(Br)s1)N1CCN(Cc2ccc3c(c2)OCO3)CC1	i	i	i	0.1	i	i	-1	i	-24	22	-3
COc1ccccc1CN(Cc1cccnc1)S(=O)(=O)c1ccc(-n2cnnn2)c(OC)c1	i	i	i	-0.4	i	i	-2	i	9	6	0
O=C(Nc1ccc(N2CCOCC2)cc1)c1ccc(S(=O)(=O)NCc2ccco2)cc1	i	i	i	-0.2	i	i	2	i	16	-55	1
CN(C)CC(C)(C)CNS(=O)(=O)c1ccc(Cl)cc1	i	i	i	0.2	i	i	4	i	-16	-1	-2
O=C(c1ccccc1)N(Cc1ccccc1)c1ccccn1	i	i	i	-0.4	i	i	0	i	13	13	0
CC(CNC(=O)c1ccco1)NC(=O)c1ccco1 (stereo unspecified)	i	i	i	-1.1	i	i	1	i	-21	6	-2
O=C(C1=C[C@@H](c2ccc(C(F)(F)F)cc2)C[C@@H](OCCCCO)O1)N1CCOCC1	i	i	i	0.8	i	i	2	i	-12	5	2
COc1ccc(C(O)CNc2ccc(C)cc2)cc1 (stereo unspecified)	i	i	i	0.0	i	i	2	i	-19	-25	-1
Cc1ccc(-c2c3c(=O)n(C)c(=O)n(C)c3cn2-c2ccccc2O)cc1	i	i	i	-1.5	i	i	-4	i	-18	9	0
O=C(O)COc1ccc2occ(C(=O)c3ccccc3)c2c1	i	i	i	-0.4	i	i	0	i	-29	-6	0
COc1cccc(C(=O)N2CCN(S(C)(=O)=O)CC2)c1	i	i	i	-0.4	i	i	6	i	-2	9	-3
CCn1c(SCC(=O)NCC2CCCO2)nnc1-c1c[nH]c2ccccc12 (stereo unspecified)	i	i	i	-0.4	i	i	-8	i	-9	4	-1
CCCCc1nc(SCC(=O)Nc2nnc(C(C)C)s2)n[nH]1	i	i	i	1.5	i	i	2	i	-46	-13	-6
O=C1c2cccc3cccc(c23)C(=O)N1CCN1CCN(C(=S)Nc2ccccc2)CC1	i	i	i	-0.7	i	i	12	i	12	-40	-8
COc1ccc(S(=O)(=O)N2CCOC2CNC(=O)C(=O)NCc2ccc3c(c2)OCO3)cc1 (stereo unspecified)	i	i	i	-0.4	i	i	2	i	-5	2	0
Cc1ccc(-n2nc(C)cc2Nc2ncc(Cl)cc2Cl)cc1	i	i	i	-0.6	i	i	1	i	-2	-33	0
CN1CCN(Cc2ccc(-c3ccc(Cl)cc3)o2)CC1	i	i	i	-0.1	i	i	·	i	-19	4	0
O=C(C1CC(c2ccc(F)cc2)=NO1)N1CCCCC1 (stereo unspecified)	i	i	i	1.3	i	i	-1	i	-86	-141	1
CCCCCn1c(N)c(-c2nc3ccccc3o2)c2c([N+](=O)[O-])nn(CC)c(=O)c21	i	i	i	-0.2	i	i	8	i	-16	26	-6
CC(=O)O[C@H]1CC[C@@]2(C)C(=CC[C@H]3[C@@H]4CC[C@H](C(C)=O)[C@@]4(C)CC[C@@H]32)C1	i	i	i	0.3	i	i	4	i	·	3	·
O=S(=O)(c1ccc(NC(=S)NN=C(Cc2ccccc2)Cc2ccccc2)cc1)N1CCOCC1	i	i	i	-0.1	i	i	33	i	-21	-2	7
O=C(OC1CCCCC1=O)c1cc(Cl)ccc1[N+](=O)[O-] (stereo unspecified)	i	i	i	-0.1	i	i	4	i	-11	-30	5
(further entries)
SMILES	TRPC4 act	TRPC6 inhibitor	TRPC4 block	HIF act	TRPC4 potent	TRPC6 activator	SKKanGAS inh	MrgX1 antagonist	KLF5 inh	aSyn UTR inh	IEC-6 cytotox
CC12OC1C1(O)CCCC1=CC2=O (stereo unspecified)	i	i	i	-0.2	i	i	2	i	-15	-23	1
CCOC(=O)c1ccc(N=Cc2nc3ccccc3n2C)cc1	i	i	i	0.6	i	i	15	i	-17	-50	-1
COc1cccc(NC(=O)Nc2cc(C)ccc2OC)c1	i	i	i	0.0	i	i	4	i	-27	-27	-2
CC(=O)N1CCc2cc(S(=O)(=O)CCC(=O)NCc3ccc(Cl)cc3)ccc21	i	i	i	-0.1	i	i	-10	i	-25	-13	-1
CSCC[C@H](NC(=O)[C@@H]1Cc2ccccc2CN1)C(=O)NC[C@H]1CC[C@H](C(=O)O)CC1	i	i	i	-0.4	i	i	-1	i	-2	5	-4
CCC(CC)C(=O)Nc1cccc(C(=O)Nc2nccs2)c1	i	i	i	-0.1	i	i	10	i	-25	-13	-10
Cc1[nH]c2ccc(C(=O)N3CCN(c4ccccn4)CC3)cc2c1C	i	i	i	0.9	i	i	4	i	-39	6	0
Cc1cc(CSc2ccccc2C(=O)O)on1	i	i	i	-0.2	i	i	1	i	-15	9	-1
CC(=O)Nc1ccc(Sc2ccccc2C(=O)O)c(C(=O)O)c1	i	i	i	-0.5	i	i	-2	i	-12	1	-4
CC1=C(C(=O)Nc2ccccc2C)C(c2cccs2)NC(=S)N1 (stereo unspecified)	i	i	i	-0.1	i	i	1	i	-13	6	-7
O=C(COC(=O)c1cc(-c2ccccc2)nc2ccccc12)NCC1CCCO1 (stereo unspecified)	i	i	i	0.0	i	i	-1	i	-6	-1	2
Cc1ccccc1-n1c(SCc2ccccn2)nc2n[nH]c(C)c2c1=N	i	i	i	-0.2	i	i	-3	i	-30	34	-1
Cc1ccc(OCCCCN2CCCCC2)c(Br)c1	i	i	i	0.2	i	i	0	i	-27	-17	6
COc1ccc(C(=O)/C=C/c2ccc(OC)c(COc3ccc(F)cc3)c2)cc1	i	i	i	-0.4	i	i	6	i	1	-31	-4
COc1cc(COCC(O)CN2CCCCC2C)cc(OC)c1OC (stereo unspecified)	i	i	i	0.4	i	i	1	i	-1	10	14
O=C1C2CC=CCC2C(=O)N1c1nc2n(n1)C(c1ccccc1)CC(c1ccccc1)N2 (stereo unspecified)	i	i	i	-0.1	i	i	-2	i	-41	-19	4

This is a random part of the collection; any-hit rate near 5.8%.
